PGC1a acetyl inh: inhibitors of PGC1a acetylation signal, primary screen, cell-based, U2OS, AlphaScreen, inhibitor mode | AlphaScreen anti-acetyl-lysine; with virally co-expressed GCN5 acetyltransferase | inhibition, % at 15.6 µM | actives 0.17% (n = 350,000) | AID 651687, 2012;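 active = every replicate shows inhibition of at least 40%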;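 also: 0% = neutral control wells and 100% = positive control wells; some results beyond the cut were filed as inactive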
Xi reactivation: activators of inactive X chromosome reactivation, primary screen, imaging, XiGFP fibroblasts, GFP high-content imaging, set 2 | XiGFP mouse fibroblasts, % GFP-positive cells imaging, 3 d; cells co-treated with 5-aza-dC sensitizer; scaled so ellipticine positive control = 100% | activation, % at 7.58 µM | actives 0.055% (n = 360,000) | AID 743238, 2013;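 active = mean normalized replicate activation at least 10% and every replicate at or above 10%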;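 also: 0% = median of on-plate neutral control wells and 100% = ellipticine 6 µM median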
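System: 68-5-11 XiGFP fibroblast line; Timing: 3 days compound exposure; Compound dosing: one concentration, pinned; Benchmarks: positive control ellipticine, 6 µM final; Buffer or medium: DMEM containing 5-aza-dC.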
LGR2 inh: inhibitors of bursicon-induced LGR2 CRE-luciferase signal, primary screen, cell-based, HEK293, CRE-luciferase reporter, bursicon stimulation. AID 720647, 2013. Drosophila bursicon receptor LGR2 (rickets). inhibition, % at 9.99 µM. bursicon-stimulated, 4 h. actives 0.35% (n = 380,000);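 active = drop in luminescence signal, shown as inhibition above about 50% in the replicate tests, limit read from the data, passing the limit was not always enough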;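 also: agonist challenge used bursicon conditioned medium at about half maximal strength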
S100A4 inh HTS: inhibitors of S100A4-myosin IIA peptide binding, primary screen, biochemical, fluorescence polarization, TAMRA-MyoIIA peptide. actives 0.14% (n = 360,000). AID 652163, 2013. inhibition, % at 10.7 µM;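 active = mean inhibition of at least 70% across replicates, with every replicate also reaching that level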
Target sequence (P26447 whole entry, looked up): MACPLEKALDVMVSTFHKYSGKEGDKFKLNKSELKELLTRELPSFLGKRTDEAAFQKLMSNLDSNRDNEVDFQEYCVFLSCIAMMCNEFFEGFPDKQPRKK
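Material: S100A4 monomer protein | Medium: HEPES pH 7.2 with CaCl2, KCl, NaCl, DTT, Triton | Reagent: Labelled myosin peptide probe, 5 nM | Doses: One dose per compound | Times: 5 min incubation before reading | Benchmarks: Neutral control DMSO, positive control TFP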
ERAP1 HTS inh: human ERAP1 aminopeptidase inhibitors, primary screen, biochemical, single point, plate reader; Endoplasmic reticulum aminopeptidase 1 (Homo sapiens), Q9NZ08; recombinant ERAP1, Leu-AMC fluorescence, 60 min; inhibition, % at 10.7 µM; actives 0.15% (n = 340,000); AID 652197, 2013;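 active = mean replicate inhibition of at least 30%, or all replicates individually reaching that 30% level; inactive = mean below 30% and not every replicate reaching it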;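 also: 0% = neutral control wells and 100% = L-leucinethiol positive control wells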
Cneo AK release: Cryptococcus neoformans cell lysis inducers, primary screen, AK release luminescence, single concentration. C. neoformans lysis, adenylate kinase release luminescence, 4 h; normalised: neutral wells 0, clomiphene wells 100. lysis activity, % at 15 µM. actives 0.2% (n = 360,000). AID 651654, 2012;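 active = mean lysis activity across replicates of at least 80%, whatever share of replicates individually reach that level; inactive = mean lysis activity below 80%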
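Schedule: static 4 h at 37 °C with compound, 1 h detection; system: C. neoformans cells; benchmarks: Clomiphene as positive control; buffer or medium: fresh YPD medium; measure: luminescence rise reflecting yeast cell lysis; measured by: luminescent adenylate kinase detection reagent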
Statin myotox sup: suppressors of statin myotoxicity in C2C12 myotubes, primary screen, cell-based, single point, plate reader. rescue of ATP level, % at 7.49 µM. actives 0.78% (n = 330,000). AID 602340, 2012. C2C12 myotubes + simvastatin, ATP luminescence, 48 h; scaled: DMSO 0, geranylgeraniol control 100;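 active = mean ATP rescue above about 67%, or every replicate alone reaching that limit, limit read from the data, passing the limit was not always enough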;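 also: myotubes were challenged with 10 µM simvastatin during compound exposure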
SIRT5 inh: SIRT5 desuccinylase inhibitors, primary screen, biochemical, fluorescence imaging, single point, set 5; Purified SirT5, succinyl-peptide AMC, trypsin-coupled fluorescence; inhibition, % at 15 µM; actives 1.1% (n = 330,000); in the data active = inhibition above about 15%
Target sequence (Q9NXA8 whole entry, looked up): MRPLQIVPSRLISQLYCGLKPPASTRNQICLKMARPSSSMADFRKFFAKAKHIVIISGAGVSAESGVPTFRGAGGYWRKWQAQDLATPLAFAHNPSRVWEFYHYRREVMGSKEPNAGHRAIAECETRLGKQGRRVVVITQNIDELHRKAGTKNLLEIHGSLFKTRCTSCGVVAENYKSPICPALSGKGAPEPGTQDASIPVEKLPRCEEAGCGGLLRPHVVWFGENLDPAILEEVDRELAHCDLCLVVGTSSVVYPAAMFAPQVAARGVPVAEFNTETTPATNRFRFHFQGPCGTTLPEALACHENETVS
* hit, by the source's call; · = not tested or not shown; & = joins results of further samples. An excerpt. The share of hits here may be higher or lower than overall.

Values in the order – PGC1a acetyl inh | Xi reactivation | LGR2 inh | S100A4 inh HTS | ERAP1 HTS inh | Cneo AK release | Statin myotox sup | SIRT5 inh
Cc1ccc(NC(=S)Nc2ccc(C(C)C)cc2)cc1S(=O)(=O)N1CCCCCC1
 : -5.4 | 0.1 | · | -3.7 | -6.6 | · | -35.0 | 3.9
COc1ccc(CC(=O)Nc2c3c(nn2C(C)(C)C)CS(=O)(=O)C3)cc1OC
 : · | 0.0 | -0.9 | -2.7 | 1.1 | 1.4 | 2.3 | -1.7
Cc1ccc(S(=O)(=O)Nc2ccc3c(c2)C(=O)N([C@H](C)CO)C[C@@H](C)[C@@H](CN(C)C(=O)CCCN(C)C)OCCCC[C@H](C)O3)cc1
 : 14.1 | 0.0 | 13.7 | -0.8 | -1.2 | 2.2 | · | -1.7
CCN(CC)CC(=O)NC1CC(C)(C)Cc2c1cnn2-c1ccc(F)cc1 (configuration not stated)
 : -3.9 | 0.1 | 5.5 | -0.4 | -2.1 | -3.1 | 1.8 | -16.3
CCOc1c2ccc(C(=O)NCc3ccccc3OC)cc2nn1CC
 : 1.9 | 0.0 | 11.2 | · | · | 1.2 | 7.6 | ·
COc1ccc(S(=O)(=O)N(C)C[C@H]2Oc3c(NS(C)(=O)=O)cccc3C(=O)N([C@@H](C)CO)C[C@@H]2C)cc1
 : -1.0 | -0.5 | 9.2 | 2.1 | -1.6 | 0.4 | · | -4.1
COC(=O)[C@H](Cc1c[nH]c2ccccc12)NC(=O)NCc1ccc(OC)cc1
 : · | 0.3 | 1.1 | 0.4 | 3.2 | -2.0 | -4.7 | -9.6
Cc1sc2nc(CN3CCCC3)nc(NCc3ccncc3)c2c1C
 : · | 0.2 | -0.1 | -1.1 | 2.4 | · | · | 2.6
O=S(=O)(Nc1ccc2c(c1)OCCO2)c1ccc(Br)s1
 : -3.1 | · | 29.6 | -1.4 | -5.2 | 0.7 | 2.5 | -1.4
CCOc1ccc(NC(=O)CSc2nnc(Cn3cnc([N+](=O)[O-])n3)n2CC)cc1
 : -5.3 | 0.0 | 20.7 | -0.4 | 3.1 | · | · | 0.9
CCOC(=O)C1CCN(C(=O)c2ccc(OCC(=O)N3CCOCC3)c(OC)c2)CC1
 : 4.6 | 0.1 | -4.3 | -1.4 | -0.5 | · | · | -2.7
COc1ccc(CNC(=O)[C@@H]2CCCN2C(=O)[C@@H]2Cc3ccccc3CN2C(=O)OC(C)(C)C)cc1
 : · | 0.0 | 6.3 | -2.7 | 0.4 | · | · | 0.5
CC1(c2ccc3ccccc3c2)NC(=O)N(CC(=O)Nc2ncccc2O)C1=O (configuration not stated)
 : · | 0.0 | 4.3 | -3.6 | -0.6 | -0.6 | -1.7 | 8.3
Cc1cccc(NC(=O)c2ccc3nccnc3c2)n1
 : · | -0.2 | -31.8 | 0.2 | -1.1 | -1.8 | 3.2 | 0.4
COc1ccc(C(=O)NC(=S)Nc2ccc(S(N)(=O)=O)cc2)cc1
 : · | 0.1 | · | -0.6 | -1.2 | · | · | -1.5
COc1cc(/C=C/C(=O)OCC(=O)N(C)C2CCS(=O)(=O)C2)ccc1OC(F)F (configuration not stated)
 : -2.2 | 0.0 | -6.3 | 6.3 | -0.5 | 3.6 | · | -2.0
COc1cccc(-c2ccc([C@H]3[C@@H](CO)N4C(=O)CN(C(=O)C5CCOCC5)C[C@@H]34)cc2)c1
 : -25.0 | 0.3 | -2.4 | 10.8 | 2.6 | · | · | -5.8
O=C(O)c1ccc(N/N=C2/CCCc3ccccc32)cc1
 : · | 0.0 | -55.4 | -1.3 | 2.1 | · | -4.9 | ·
C/C(=C\c1ccccc1)C1NC(=O)c2c(sc3c2CCCC3)N1 (configuration not stated)
 : 6.3 | 0.3 | -9.8 | -4.0 | 8.5 | · | -22.3 | -1.4
Cc1nc2c(C)[n+](CC(=O)c3ccccc3)ccc2n1C
 : -7.0 | 0.0 | -8.7 | -13.0 | · | 0.4 | · | -0.8
CO[C@H]1CN(C)C(=O)c2ccc(NC(=O)c3ccc(Oc4ccccc4)cc3)cc2OC[C@H](C)NC[C@H]1C
 : -13.6 | 0.1 | 6.8 | 28.1 | -2.1 | -0.7 | -97.6 | 1.6
O=C(CC1CC1)N1CC2(C1)[C@H](c1ccccc1)[C@@H](CO)N2S(=O)(=O)Cc1ccccc1
 : 1.3 | 0.0 | 2.4 | 9.7 | 3.9 | · | · | 5.2
COc1ccc(N2CCN(CC(O)COC(C)(C)C)CC2)cc1 (configuration not stated)
 : · | 0.2 | 3.2 | -4.9 | · | · | · | 7.5
CO[C@@H]1CN(C)C(=O)c2cc(NC(=O)c3cnccn3)ccc2OC[C@@H](C)N(C(C)=O)C[C@H]1C
 : 6.5 | 0.1 | -5.5 | 8.9 | 0.0 | -0.9 | 12.9 | ·
O=C(NCc1cccnc1)C1CC(=O)N(CCc2ccccc2)C1 (configuration not stated)
 : 2.1 | -0.2 | -0.8 | -0.6 | 1.2 | -0.7 | 132.7* | -2.1
CC(C)CC#Cc1ccc2c(c1)O[C@H](CN(C)C(=O)NC(C)C)[C@@H](C)CN([C@@H](C)CO)S2(=O)=O
 : -4.8 | -2.1 | -1.8 | -0.5 | 1.9 | 57.4 | -15.2 | 4.2
CC(C)CC(O)C1CCN(C(=O)CCc2nnc(-c3ccc4c(c3)OCO4)o2)CC1 (configuration not stated)
 : · | 0.1 | -5.0 | -0.7 | 0.5 | -2.2 | 5.3 | -2.1
O=[N+]([O-])c1ccc2oc(-c3ccccc3)nc2c1
 : · | 0.1 | -34.6 | 4.2 | -1.1 | · | · | -0.9
O=C(C[C@@H]1CC[C@@H]2[C@H](COC[C@@H](O)CN2C(=O)Nc2ccccc2)O1)NCCc1ccncc1
 : -2.1 | 0.0 | -6.2 | 8.5 | -0.1 | -0.3 | -5.2 | -9.3
COc1ccccc1OCc1csc(N)n1
 : 6.3 | 0.1 | 4.2 | -1.3 | -1.2 | -2.4 | -3.3 | 2.9
O=[N+]([O-])c1ccc(OCc2cccc(COc3ccc([N+](=O)[O-])cc3)n2)cc1
 : 5.0 | 0.2 | -5.4 | · | · | 2.6 | · | ·
C[C@@]12CC[C@H]3OC(=O)C=C3C1CC[C@@]13CC(CCC12)[C@](CO)(O[C@H]1O[C@H](CO)[C@@H](O)[C@H](O)[C@H]1O)C3 (some centres not stated)
 : 6.5 | · | 3.4 | -4.4 | 0.5 | 1.4 | 11.4 | 3.0
O=C(C[C@H]1CC[C@H]2[C@@H](COC[C@@H](O)CN2Cc2ccc3c(c2)OCO3)O1)N1CCCCC1
 : -4.0 | 0.1 | -12.9 | 4.5 | 2.5 | 0.1 | 33.9 | 3.4
Cc1cc(C)nc(SCc2ccc(C(=O)N/N=C/c3ccccc3C(=O)O)cc2)n1
 : 1.6 | -0.1 | -22.7 | -4.2 | -1.8 | · | · | 3.0
Cc1ccnc(SCC(=O)c2ccc(Br)s2)n1
 : -6.1 | 0.0 | 7.3 | -10.1 | -0.7 | 3.0 | 17.3 | ·
COc1ccc2cnnc(SCC(=O)Nc3ccc(C(C)=O)cc3)c2c1OC
 : 8.0 | 0.0 | -1.0 | 6.0 | -0.1 | -0.4 | · | 3.3
COc1cc(NC(=O)c2ccnc(N)c2)cc(C(=O)Nc2cccc(C(F)(F)F)c2)c1
 : -0.7 | 0.2 | -16.7 | -9.4 | -2.9 | 1.0 | 6.7 | -3.2
CC1=C(C)CC(C(=O)NNC(=O)c2cccc(Cl)c2)C(C(=O)O)C1 (configuration not stated)
 : 3.3 | 0.0 | 0.9 | -0.8 | -2.0 | -4.6 | 4.2 | -2.6
C=CC[C@@H](CC(=O)N[C@@H](CO)Cc1ccccc1)C(=O)N[C@H](COC(=O)[C@@H](CC=C)Cc1ccc(F)cc1)C(C)(C)C
 : · | 0.1 | 15.6 | -5.6 | -1.4 | 4.8 | -13.5 | 4.7
CC(C)(C)OC(=O)N1CCN(c2ccc([N+](=O)[O-])cc2)CC1
 : 14.0 | 0.6 | -11.4 | 1.6 | -2.3 | 0.6 | 4.8 | -4.7
CCNC(=O)[C@@H]1[C@@H](CO)[C@@H]2Cn3c(ccc(C4=CCCCC4)c3=O)[C@@H]2N1Cc1ccccc1F
 : · | 0.1 | 9.1 | -3.8 | 0.8 | -3.4 | -13.6 | 3.5
Cc1ccccc1Cn1c(-c2ccc(=O)[nH]c2)nc2ccccc21
 : 6.3 | 0.0 | 7.9 | 1.5 | 3.9 | 2.8 | 3.3 | -1.0
C(=N\Nc1nc2ccccc2s1)/c1ccco1
 : -4.2 | · | 9.0 | · | · | 0.7 | 50.6 | ·
C[C@H]1CN([C@@H](C)CO)S(=O)(=O)c2ccc(-c3ccncc3)cc2O[C@H]1CN(C)C(=O)c1cccc(F)c1
 : -1.9&-20.4 | 0.0&-0.5 | -6.6&12.4 | 2.9&-31.2&3.5 | 5.0&-3.5&-3.2 | -0.9&-14.9&-15.2 | 7.3&-20.8&-15.7 | -2.9&-2.8&-0.9
Cc1c(Cl)cc(-n2cnnn2)cc1[N+](=O)[O-]
 : · | 0.0 | -1.8 | -4.6 | -4.4 | · | · | -4.1

Arranged by SMILES length (descending): 3 of the compounds above
Values in the order – PGC1a acetyl inh | Xi reactivation | LGR2 inh | S100A4 inh HTS | ERAP1 HTS inh | Cneo AK release | Statin myotox sup | SIRT5 inh
CCNC(=O)[C@@H]1[C@@H](CO)[C@@H]2Cn3c(ccc(C4=CCCCC4)c3=O)[C@@H]2N1Cc1ccccc1F
 : · | 0.1 | 9.1 | -3.8 | 0.8 | -3.4 | -13.6 | 3.5
Cc1c(Cl)cc(-n2cnnn2)cc1[N+](=O)[O-]
 : · | 0.0 | -1.8 | -4.6 | -4.4 | · | · | -4.1
C(=N\Nc1nc2ccccc2s1)/c1ccco1
 : -4.2 | · | 9.0 | · | · | 0.7 | 50.6 | ·

Further results follow:
Values in the order – PGC1a acetyl inh | Xi reactivation | LGR2 inh | S100A4 inh HTS | ERAP1 HTS inh | Cneo AK release | Statin myotox sup | SIRT5 inh
CCCN(CCC)Cc1c(C(=O)N/N=C/c2c[nH]c3ccccc23)nnn1-c1nonc1N
 : · | 0.1 | 11.7 | 1.7 | 1.2 | 0.1 | 27.0 | 2.5
Cc1ccc(S(=O)(=O)Nc2ccc(C(=O)N3CCN(c4ccccc4O)CC3)cc2)cc1[N+](=O)[O-]
 : -12.7 | 0.0 | -3.5 | -0.8 | -0.7 | 0.4 | 18.9 | -1.7
O=C(CSc1nccc(-c2cccs2)n1)Nc1cccc(Cl)c1Cl
 : -1.6 | 0.0 | 7.7 | -3.4 | 7.1 | · | 2.6 | -0.4
COc1ccc2c3c(n(C)c2c1)[C@@H](CO)N(CC1CC1)CC31CCN(C(=O)CN(C)C)CC1
 : · | 0.0 | -6.3 | 21.5 | 2.9 | · | · | -1.5

Source: PubChem
